human PMI inhibitors = human PMI inhibitors, high substrate, primary screen, biochemical, fluorescence intensity, high mannose 6-phosphate (AID 1220) | recombinant PMI enzyme, coupled fluorescence intensity; higher % means a stronger effect | one-dose inhibition, % at 20 µM; IC50 in µM for titrated hits | actives 0.66% (n = 190,000)
West Nile virus CPE = inhibition of WNV-induced cytopathic effect – cell-based, CPE readout (AID 1621); West Nile virus-infected cells, CPE inhibition; higher % means a stronger effect; CPE inhibition, % at 10 µM; hits with a dose series show IC50 in µM; actives 0.02% (n = 290,000); in the data active = a potency from the dose series; inconclusive = CPE inhibition mostly from about 3.7% at the one dose, without a potency; inactive = the rest, 99 in 100 with CPE inhibition below about 2.2%; also: strong numbers were not always called active
human PMI inhibition = inhibitors of human PMI, primary screen, biochemical, fluorescence intensity, coupled assay (AID 1209). purified PMI enzyme, coupled fluorescence intensity; higher % means a stronger effect. actives 0.42% (n = 190,000). one-dose inhibition, % at 20 µM; IC50 in µM for titrated hits;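 also: plate controls were DMSO vehicle for no effect and wells lacking substrate for full effect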
T cell HTS = T cell immune modulation candidate; 2C CD8+ T cell-vesicle binding, flow cytometry; stronger effect = lower value; calls only at 7 µM; actives 0.068% (n = 330,000); AID 2052;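 active = response, share of CD8 T cells binding vesicles, and their 90th percentile fluorescence all below set limits, cut at about 80% in these data, passing the limit was not always enough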
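incubation = binding step 1.5 h, 37 °C, antibody labelling 20 min, ice | test system = 2C mouse CD8+ T cells | read-out basis = percent CD8+ FL2 mean versus row control | controls = Peptide-free naked vesicles (low) and QL9 vesicles with 0.7% DMSO vehicle (high) | detection = flow cytometry of vesicle-bound cells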
RSV CPE inhibition = RSV antiviral activity via CPE protection, HEp-2 cells, primary 10 µM value included (AID 2391). actives 0.13% (n = 310,000). CPE inhibition, % at 10 µM, or IC50 in µM where a hit was titrated. HEp-2 cells, RSV-induced CPE inhibition; higher % means a stronger effect; in the data active = a potency from the dose series; inconclusive = CPE inhibition mostly from about 23% at the one dose, without a potency; inactive = the rest, 99 in 100 with CPE inhibition below about 21%; also: strong numbers were not always called active
K1F lysis inhibition = inhibition of K1F phage lysis, E. coli UTI89, bacterial capsule biogenesis inhibitors, alamar blue (AID 488966); E. coli UTI89 K1F phage lysis, alamar blue, 2 h; higher % means a stronger effect; inhibition, % at 100 µM; hits with a dose series show IC50 in µM; actives 0.02% (n = 340,000);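 active = phage lysis inhibition, versus mean bacterial control, above a set limit; inconclusive = no clear call, values can overlap the other calls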;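 also: capsule biogenesis inhibitors block K1F phage lysis so surviving cells raise fluorescence; higher fluorescence means more inhibition of phage lysis; actives were called in the ten point dose series up to 300 µM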
P. falciparum M17LAP = P. falciparum M17LAP inhibitors, primary screen, biochemical, fluorogenic H-Leu-NHMec substrate, 1536-well (AID 1619); recombinant M17LAP, H-Leu-NHMec fluorogenic kinetic assay; higher % means a stronger effect; inhibition, % at 30 µM, or IC50 in µM where a hit was titrated; actives 0.38% (n = 220,000);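 active = compound inhibiting the enzyme by more than half at any dose during confirmatory dose-response retesting; inconclusive = strong single-dose inhibitors picked by rank but not retested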;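 also: plate controls were full reaction with DMSO carrier for no effect and no enzyme background for full effect; strong numbers were not always called active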
TNAP activators = human TNAP enzyme activators, primary screen, biochemical, luminescent, no phosphate acceptor, uHTS (AID 1001) | actives 0.03% (n = 200,000) | purified TNAP, luminescent activation assay, no phosphate acceptor; higher activation fold means a stronger effect | activation fold at 20 µM; hits with a dose series show EC50 in µM; in the data active = activation fold from about 3, or a potency from the dose series; inactive = the rest, 99 in 100 with activation fold below about 1.6; also: many of its hits are not listed in these tables
P. falciparum M1AAP = malaria alanyl aminopeptidase activity blockers – biochemical, fluorogenic H-Leu-NHMec substrate, 1536-well (AID 1445). inhibition, % at 30 µM, or IC50 in µM where a hit was titrated. recombinant M1AAP, H-Leu-NHMec fluorogenic kinetic assay; higher % means a stronger effect. actives 0.42% (n = 220,000);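 active = primary inhibition above the hit cutoff, then over 50% inhibition at one or more dose response concentrations, cut at about 23% in these data, passing the limit was not always enough; inconclusive = conflicting primary data, or primary hits not chosen for dose response; inactive = low primary inhibition, or under 50% at every dose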;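 also: plate controls were DMSO full reaction for no effect and no enzyme background for full effect; strong numbers were not always called active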
T cell HTS vesicle-bound % = recorded beside T cell HTS, whose call it bears; double positive events, %; measured here: CD8+ vesicle-bound cell fraction;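 binding gate set so that unloaded-vesicle control wells show 10% double positive cells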
* hit, by the source's call; i = inactive; ? = inconclusive; . = no result given; [ ] = dose if it differs, or a comment. Rule as the data show it, unless noted: active = inhibition above about 50%; inactive = the rest.

mol | human PMI inhibitors | West Nile virus CPE | human PMI inhibition | T cell HTS | T cell HTS vesicle-bound % | RSV CPE inhibition | K1F lysis inhibition | P. falciparum M17LAP | TNAP activators | P. falciparum M1AAP
CCOC(=O)c1sc(=S)sc1SCc1cccc(C(F)(F)F)c1 | 0% | 0.0% | 10% | i | 40 | 2.1% | 0.8% | -5% | 1 | 2%
O=C(O)CC/C(=C\c1ccc(N2CCOCC2)c([N+](=O)[O-])c1)c1nc2ccccc2s1 | 9% | 0.1% | -4% | . | . | . | -0.1% | -3% | 0.9 | 11%
Cn1c(-c2ccc(F)cc2)cnc1NCc1ccc(F)cc1 | 5% | -0.5% | 10% | i | 12 | -0.7% | 0.2% | 18% | 1.1 | -5%
COc1ccccc1Cc1noc(C(C)(C)NC(=O)c2ccccc2)n1 | -1% | -0.2% | -4% | i | 33 | -0.9% | 0.7% | 3% | 1.1 | 10%
CCC(C)(C)NC(=O)C1CCN(c2nc(OC)nc(OC)n2)CC1 | -9% | -1.4% | -12% | i | 23 | 1.8% | -0.5% | 0% | 1 | -5%
CC1(C)CC(=O)C2=C(C1)c1c(ccc3ncccc13)NC2c1cccs1 (stereo not drawn) | 3% | 0.0% | 12% | i | 35 | -0.6% | 4.8% | -3% | 1.1 | 0%
COc1ccc(NC(=O)c2[nH]c(C)c(C(C)=O)c2C)cc1S(=O)(=O)N1CCOCC1 | -3% | 0.0% | -6% | i | 55 | 5.5% | 3.1% | 11% | 1.1 | 3%
CCN(CC)C(=O)COc1ccc2c3c(c(=O)oc2c1C)CCCC3 | . | -1.9% | . | i | 58 | 3.2% | 0.2% | . | . | .
Cc1ccccc1NC(=O)CSc1nc2ccccc2o1 | -6% | -0.3% | -3% | i | 34 | 0.2% | 0.6% | 7% | 1.1 | 0%
CC(NC(=O)CSc1ccccc1C(=O)O)C1CC2CCC1C2 (stereo not drawn) | -30% | 0.2% | -49% | i | 24 | -0.4% | -0.1% | -7% | 1 | -4%
CC(=NCC1CCNCC1)C1=C(O)CC(C)(C)CC1=O | 10% | 1.3% | 10% | i | 29 | -0.2% | 1.5% | -6% | 1.1 | -3%
O=C(Cc1ccc([N+](=O)[O-])cc1)NNC(=O)c1cccs1 | . | -0.1% | . | i | 44 | 0.3% | 0.7% | . | . | .
Cc1c(C(=O)N(C)c2ccc(Cl)cc2)cnn1-c1ccccc1 | . | -0.8% | . | i | 12 | 1.2% | -1.1% | . | . | .
CC(Oc1cccc(Cl)c1)C(=O)N1CCCN(C)CC1 (stereo not drawn) | . | 0.0% | . | i | 8 | 0.3% | 2.3%[50 µM] | . | . | .
CCc1nc2nc(C)c(NS(=O)(=O)c3cccs3)c(=O)n2[nH]1 | . | 0.2% | . | i | 21 | -0.3% | 0.2% | . | . | .
Cc1cc(C)cc(N(C(C)C(=O)N2CCOCC2)S(C)(=O)=O)c1 (stereo not drawn) | -9% | 0.5% | -2% | i | 38 | 1.4% | . | 1% | 1 | 1%
O=C(CCc1ccccc1)NCC(=O)N/N=C/c1ccc2c(c1)OCO2 | -6% | -0.6% | -8% | i | 30 | 0.9% | 0.1% | -10% | 1.1 | 6%
O=C(Nc1cc(Cl)cc(Cl)c1)C(NCCCO)c1ccccc1 (stereo not drawn) | 7% | 0.3% | 11% | i | 30 | 1.7% | . | 8% | 1.3 | 6%
O=C(CSc1nc(N2CCOCC2)nc(N2CCOCC2)n1)Nc1ccc(Cl)cc1Cl | . | -0.6% | . | i | 54 | 4.7% | 0.8%[50 µM] | . | . | .
Cc1ccc(C(=O)Nc2nc(C(C)(C)C)cs2)s1 | 5% | -0.1% | 11% | i | 62 | 33% | 12% | -9% | 1 | 3%
CN(C)S(=O)(=O)c1cccc(NC(=O)Cc2ccsc2)c1 | . | -0.1% | . | i | 10 | 0.4% | 0.3% | . | . | .
O=C(Nc1ccc(Cl)cc1)N(Cc1cccnc1)Cc1ccco1 | 3% | -0.6% | 8% | i | 46 | 4.1% | 1.8% | -1% | 1.2 | 1%
CC(C)(C)N(CC(=O)NC1CCCCC1)C(=O)CS(=O)CC(=O)Nc1ccc(F)cc1 (stereo not drawn) | . | -1.1% | . | i | 52 | 1.1% | -0.1% | . | . | .
CCCCN1C(=O)CCC(C(=O)O)C1c1ccccc1 (stereo not drawn) | -6% | 1.2% | 2% | i | 9 | 2.4% | 0.7% | -3% | 1.1 | -3%

Nothing new here: 2 of the compounds above.
mol | human PMI inhibitors | West Nile virus CPE | human PMI inhibition | T cell HTS | T cell HTS vesicle-bound % | RSV CPE inhibition | K1F lysis inhibition | P. falciparum M17LAP | TNAP activators | P. falciparum M1AAP
CC(C)(C)N(CC(=O)NC1CCCCC1)C(=O)CS(=O)CC(=O)Nc1ccc(F)cc1 (stereo not drawn) | . | -1.1% | . | i | 52 | 1.1% | -0.1% | . | . | .
CCCCN1C(=O)CCC(C(=O)O)C1c1ccccc1 (stereo not drawn) | -6% | 1.2% | 2% | i | 9 | 2.4% | 0.7% | -3% | 1.1 | -3%

New compounds follow.
mol | human PMI inhibitors | West Nile virus CPE | human PMI inhibition | T cell HTS | T cell HTS vesicle-bound % | RSV CPE inhibition | K1F lysis inhibition | P. falciparum M17LAP | TNAP activators | P. falciparum M1AAP
Cn1ncc(Cl)c1C(=O)N1CCN(c2ccc(Cl)c(Cl)c2)CC1 | . | 0.6% | . | i | 64 | 8.4% | 0.0% | . | . | .
O=C(NCc1cccc(F)c1)c1ccc2nc(N3CCOCC3)sc2c1 | . | -0.9% | . | i | 25 | 1.0% | -0.3% | . | . | .
Cc1ccc(C(=O)NNC(=O)Cc2nc3nc(C)cc(C)n3n2)cc1 | . | 0.4% | . | i | 29 | 1.5% | 0.3% | . | . | .
Cc1oc(-c2cc(F)ccc2F)nc1CN1CCC(C(=O)N2CCOCC2)CC1 | . | -0.9% | . | i | 67 | 0.7% | 1.2%[50 µM] | . | . | .
COc1cc2c(cc1OC)CN(C(=O)c1ccc(-c3ccccc3)cc1)CC2 | . | -0.6% | . | i | 30 | ? | -0.4%[50 µM] | . | . | .
CCN(CC(=O)NC1CC1)S(=O)(=O)c1ccccc1 | . | -0.1% | . | i | 13 | 1.4% | 1.4%[50 µM] | . | . | .
CC(C)c1cc(C(=O)NCCc2ccccc2)no1 | -10% | -1.1% | -10% | i | 42 | 1.7% | 0.3% | 0% | 1.1 | -3%
CCOC(=O)c1ccc(-n2c(N)c(C(=O)NCC3CCCO3)sc2=S)cc1 (stereo not drawn) | 8% | 0.1% | 32% | i | 52 | 2.3% | 0.4% | 0% | 1.1 | 8%
CCOC(=O)CNC(=O)COc1coc(CN2CCN(c3ccccc3)CC2)cc1=O | . | 0.5% | . | i | 14 | -0.1% | 0.2% | . | . | .
CCOC(=O)CSc1nnc(CNC(=O)c2ccc([N+](=O)[O-])cc2)n1C | -10% | -0.1% | -8% | i | 30 | 112% | 0.2% | -9% | 1 | 1%
Cc1ccc(CNc2oc(C)nc2C#N)cc1 | -9% | -0.2% | -6% | i | 23 | 1.8% | 0.0% | 1% | 1 | 8%
Cc1cccnc1NC(=O)c1ccc(OCc2c(C)noc2C)cc1 | . | 0.9% | . | i | 16 | 1.6% | -1.1%[50 µM] | . | . | .
CCOCCCNC(=S)N1CCCN(c2nc3cc(C)cc(C)c3cc2C#N)CC1 | -82% | -0.8% | -40% | i | 45 | 25% | -2.0% | -11% | 1.1 | 7%
CCCCn1c(N)c(N(CC)C(=O)c2cc(S(=O)(=O)N3CCN(CC)CC3)ccc2Cl)c(=O)[nH]c1=O | . | -0.1% | . | i | 10 | 0.7% | -0.1% | . | . | .
O=C(O)/C(=C\c1ccc(-c2ccc(F)cc2)o1)c1ccccc1 | -23% | -0.3% | -24% | . | . | . | 0.1% | ? | 1.2 | 51µM*
CCOC(=O)/C=C/C(=O)Nc1ccc(S(=O)(=O)N2CCCCCC2)cc1 | 1% | 0.7% | 7% | i | 24 | 11% | 0.1% | 13% | 1.1 | -4%
CC1CCN(c2ccc3nnc(CCC(=O)NCC(C)c4ccccc4)n3n2)CC1 (stereo not drawn) | . | 0.1% | . | i | 17 | 7.5% | -0.2% | . | . | .
COCCN(C(=O)CNC(=O)c1ccco1)C(C(=O)NC1CCCC1)c1ccc(OC)c(OC)c1 (stereo not drawn) | . | -0.4% | . | i | 36 | 1.3% | 0.1% | . | . | .
OCCC1CCCCN1CC(O)COCc1ccc(Cl)cc1 (stereo not drawn) | . | -0.3% | . | i | 40 | 0.0% | -0.3% | . | . | .
C=CCn1c(SCC(=O)NCCCO)nc2sc3c(c2c1=O)CCC3 | . | -0.7% | . | i | 61 | 3.7% | 1.6% | . | . | .
CC1C(=O)C(C)(C)C(=O)OC1c1ccc([N+](=O)[O-])cc1 (stereo not drawn) | . | 0.0% | . | i | 11 | 1.9% | 1.3%[50 µM] | . | . | .
CCn1c2c(c3cc(Cl)ccc31)CCCC2=O | 3% | -0.2% | 7% | i | 44 | 5.7% | -0.1% | 12% | 1.1 | 8%
c1ccc(-c2ccc(OCCCn3cncn3)cc2)cc1 | 6% | -1.8% | 17% | i | 62 | 16% | 2.3% | 4% | 1 | -8%
Cc1cc(N2CCN(c3ccccc3)CC2)nc(NCc2ccccc2)n1 | 5% | -0.5% | 3% | i | 19 | 20% | 4.9% | 9% | 1.1 | -1%
CCN1CCN(CCNC(=O)c2ccc(/C=C3/Sc4ccccc4N(Cc4ccccc4C)C3=O)cc2)CC1 | -2% | -0.8% | -6% | . | . | . | -0.7% | -4% | 1 | 13%
COCCCN1C(=O)C(=O)/C(=C(/O)c2ccc(C)cc2)C1/C=C/c1ccccc1 (stereo not drawn) | -1% | 0.3% | -26% | i | 65 | 1.9% | -0.3% | 2% | 1.1 | 15%
CC(=O)c1ccc(-c2nnc(CCC(=O)N3CCCC(C(=O)CC(C)C)C3)o2)s1 (stereo not drawn) | . | -0.5% | . | i | 29 | 0.0% | 0.1% | . | . | .
CCOC(=O)c1sc2ncn(/N=C/c3cccnc3)c(=O)c2c1C | 1% | -0.2% | 4% | i | 26 | 0.9% | -0.1% | 1% | 1.1 | 1%
COc1cccc(C2=NO[C@@H]3C(=O)N(Cc4ccccc4)C(=O)[C@H]23)c1OC | 5% | -0.6% | 4% | i | 7 | 1.0% | 0.5% | 1% | 1.1 | -5%
CC1CC(C)CN(C(=O)CNC(=O)c2ccc3ccccc3c2)C1 (stereo not drawn) | . | -0.6% | . | i | 61 | 4.4% | -0.2% | . | . | .
COc1ccc(S(=O)(=O)NCC2CCCN(C(=O)c3ccco3)C2)cc1 (stereo not drawn) | -10% | -1.1% | -8% | i | 54 | -0.6% | ? | 5% | 1 | 0%
